NCOA2 inhibitor – inhibition of GAL4-SRC2 driven luciferase reporter, primary screen, SRC2 inhibitor project, cell-based, luminescence. inhibition, % at 9 µM. 0.17% of 370,000 active. Nuclear receptor coactivator 2 (Homo sapiens), Q15596. HEK293 GAL4-SRC2 luciferase reporter;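 active = inhibition above the mean inhibition of all tested compounds plus 3 SD, set per campaign, cut at about 52% in these data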;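 also: 0% = DMSO treated cells and 100% = cells given Gossypol at 36 µM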
TRAIL sens C8 – viability loss with TRAIL in NB7+C8 cells, primary screen, TRAIL sensitizer project, cell-based, ATPlite luminescence. inhibition (viability loss, TRAIL sensitization), % at 10 µM. 1% of 360,000 active. AID 624354, 2012;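 active = compounds causing at least 50% loss of cell viability in the single-dose screen, relative to plate controls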
NR5A2 inv ag – LRH-1 (NR5A2) inverse agonists, primary screen, cell-based, luminescence, HEK293T, StAR-luciferase reporter; 0.13% of 360,000 active; inhibition, % at 3.6 µM; AID 602396, 2012; Nuclear receptor subfamily 5 group A member 2 (Homo sapiens), O00482; LRH-1 transfected, 24 h;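 active = inhibition above the mean inhibition of all tested compounds plus 3 SD, cut at about 73% in these data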;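 also: 0% = DMSO wells and 100% = reporter-only cells lacking LRH-1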
SRC3 inh – SRC3 coactivator transcriptional activity inhibitors, primary screen, cell-based, luminescence. Nuclear receptor coactivator 3 (Homo sapiens), Q9Y6Q9. HEK293 GAL4-SRC3 luciferase reporter. inhibition, % at 3.6 µM. 0.17% of 360,000 active. AID 588352, 2011;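 active = inhibition above a per-campaign cutoff, the mean of all compounds plus 3 SD, cut at about 60% in these data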;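 also: 0% = DMSO-treated cells and 100% = gossypol-treated cells at 36 µM; higher means less SRC3-driven luciferase light from the GAL4 reporter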
LMP1 NFkB inh – EBV LMP1-driven NF-kappaB luciferase reporter inhibitors, primary screen, cell-based, luminescence, single point | LMP1-induced NF-kappaB luciferase reporter cells | inhibition, % at 12.5 µM | 0.69% of 350,000 active | AID 504558, 2011; in the data active = inhibition above about 41%;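 also: 0% = neutral control wells and 100% = reference inhibitor control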
NR2F2 inh – NR2F2 transcriptional activity inhibitors, primary screen, cell-based, luciferase reporter, HEK293T, luminescence; COUP transcription factor 2 (Homo sapiens), P24468; HEK293T NGFI-A luciferase reporter; inhibition, % at 8.6 µM; 0.7% of 370,000 active; AID 686940, 2013;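 active = inhibition above a per-plate cutoff, mean inhibition of test wells between control levels plus 3 SD, cut at about 38% in these data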;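 also: cells cotransfected with COUP-TFII expression vector driving the NGFI-A reporter; 0% = median of COUP-TF2 test wells and 100% = reporter-only cells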
Target sequence (P24468 whole entry, looked up): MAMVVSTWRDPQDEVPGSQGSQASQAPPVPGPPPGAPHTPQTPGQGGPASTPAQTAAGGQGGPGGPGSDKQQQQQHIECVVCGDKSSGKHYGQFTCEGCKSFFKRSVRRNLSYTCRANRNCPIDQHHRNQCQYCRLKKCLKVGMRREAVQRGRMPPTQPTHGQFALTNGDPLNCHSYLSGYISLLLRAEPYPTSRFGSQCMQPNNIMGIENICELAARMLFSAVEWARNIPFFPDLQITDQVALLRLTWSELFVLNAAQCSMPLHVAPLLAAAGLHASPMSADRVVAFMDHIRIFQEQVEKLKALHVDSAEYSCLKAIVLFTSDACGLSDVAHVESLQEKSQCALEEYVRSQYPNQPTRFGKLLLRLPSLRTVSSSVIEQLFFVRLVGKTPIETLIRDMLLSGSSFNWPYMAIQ
TROY NFkB inh – inhibitors of TROY-driven NF-kB signaling, primary screen, Q293 LMP1-TROYcd cells, NF-kB luciferase, uHTS; Q293 LMP1-TROYcd NF-kB luciferase reporter, 4 h; inhibition, % at 10 µM; 0.98% of 360,000 active; AID 1347056, 2019;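 active = compounds whose plate-normalised and pattern-corrected inhibition of the luciferase reporter signal at the single screening dose is 50% or more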
TWEAK-Fn14 inh – inhibitors of TWEAK-Fn14 signaling, primary screen, luciferase reporter cells, uHTS | TWEAK-stimulated Fn14 reporter cells, luciferase luminescence, 8 h | inhibition, % at 10 µM | AID 1159606, 2016 | 2% of 360,000 active; in the data active = inhibition above about 50%
TLR9-MyD88 block – inhibitors of TLR9-MyD88 association in cells, primary screen, cell-based, CHO, BLA complementation, fluorescence; AID 504734, 2011; Toll-like receptor 9 (Homo sapiens) + Myeloid differentiation primary response protein …; 0.21% of 340,000 active; inhibition, % at 4.98 µM; CCF4 FRET ratio;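 active = inhibition above the mean over all tested compounds plus 3 SD, cut at about 21% in these data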;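 also: 0% = DMSO only wells and 100% = clavulanate BLA inhibitor control wells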
NOD2 RIPK2 PPI – NOD2-RIPK2 binding disruptors in cells, primary screen, fluorescence, CHO cells, BLA complementation; CCF4 ratio; inhibition, % at 4.98 µM; 0.38% of 360,000 active; AID 624267, 2012; in the data active = inhibition above about 21%;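 also: 0% = vehicle only and 100% = reference blocker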
Target sequence (O43353 whole entry, looked up): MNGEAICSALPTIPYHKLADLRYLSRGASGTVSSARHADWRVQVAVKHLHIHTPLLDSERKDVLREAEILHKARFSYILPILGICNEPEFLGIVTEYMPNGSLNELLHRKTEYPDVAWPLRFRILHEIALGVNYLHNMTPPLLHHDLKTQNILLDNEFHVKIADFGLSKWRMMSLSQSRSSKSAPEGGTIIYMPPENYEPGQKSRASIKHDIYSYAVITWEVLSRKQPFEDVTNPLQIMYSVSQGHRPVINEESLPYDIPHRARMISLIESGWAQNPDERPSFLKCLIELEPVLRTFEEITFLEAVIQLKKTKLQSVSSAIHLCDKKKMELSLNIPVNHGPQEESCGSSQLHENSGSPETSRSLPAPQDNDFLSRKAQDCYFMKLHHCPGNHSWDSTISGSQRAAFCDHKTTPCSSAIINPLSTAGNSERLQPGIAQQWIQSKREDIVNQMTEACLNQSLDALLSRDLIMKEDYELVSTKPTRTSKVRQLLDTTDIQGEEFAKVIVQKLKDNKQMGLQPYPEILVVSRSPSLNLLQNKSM
NCOA1 inh – SRC1 coactivator transcriptional activity inhibitors, primary screen, cell-based, luminescence. HEK293 GAL4-SRC1 luciferase reporter. inhibition, % at 3.6 µM. AID 588354, 2011. 0.12% of 360,000 active. Nuclear receptor coactivator 1 (Homo sapiens), Q15788;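 active = inhibition above the campaign mean plus 3 SD, with each screening campaign given its own cutoff, cut at about 60% in these data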;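 also: 0% = DMSO treated cells and 100% = gossypol at 36 µM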
An asterisk follows results filed as active; . = no result given. Some of the compounds tested; rates above refer to the full screens.

item	SMILES	NCOA2 inhibitor	TRAIL sens C8	NR5A2 inv ag	SRC3 inh	LMP1 NFkB inh	NR2F2 inh
1	OCCCCNCc1ccc(OCc2ccccc2Cl)cc1	0	5	-21	-7	-1	-28
2	Cc1c(CC(=O)O)c(=O)oc2cc(OCc3nn[nH]n3)ccc12	-13	-2	-9	-3	5	-3
3	COC(=O)[C@@H]1C[C@@]2(O)[C@@H](O)[C@@H](O)[C@@H](O)C[C@H]2N1CC(c1ccccc1)c1ccccc1	-12	20	4	10	9	9
4	Cc1ccccc1NC(=O)CNc1ccc(Cl)c(C(F)(F)F)c1	12	4	8	5	-1	6
5	CN1CCN(S(=O)(=O)c2cccc(C(=O)Nc3sccc3C(N)=O)c2)CC1	-18	-6	14	-26	0	5
6	COc1ccc(CNC(=O)O[C@]23C[C@H]4C(=O)N(c5ccccc5)C(=O)[C@H]4C[C@@]2(O)CN(S(=O)(=O)c2ccc(C)cc2)C3)cc1OC	14	7	-6	-3	7	-4
7	CC1CCN(S(=O)(=O)c2ccc(C(=O)NCc3cccnc3)cc2)CC1	10	-19	0	11	4	9
8	COc1cccc(NC(=O)C(OC(=O)c2cnc(C)cn2)c2ccccc2)c1 (stereo unspecified)	2	-11	12	-5	-3	-5
9	CCCC(O)(c1ccc(CC)cc1)C(CN1CCOCC1)c1ccccc1 (stereo unspecified)	-15	-12	-7	-10	-2	29
10	COc1ccc(C)cc1S(=O)(=O)N(CC(=O)N1CCCC1)c1ccc(C)cc1	6	-43	-1	24	-12	-5
11	O=C(Nc1cccc(S(=O)(=O)N2CCCC2)c1)c1ccco1	-2	-9	9	-11	-4	-21
12	O=C1CC(c2ccccc2)NC(=S)N1 (stereo unspecified)	6	-20	4	-3	-6	0
13	CN1CCC(N(C)C(=S)NCCc2ccccc2)CC1	-17	9	2	-11	-19	-25
14	C[C@H](NC(=O)c1nc[nH]c1C(=O)N[C@@H](Cc1ccccc1)C(=O)OCc1ccccc1)C(=O)OC(C)(C)C	1	20	0	-19	-12	-6
15	CSc1ccc(C2C3(C#N)C(N)=NC4(OCCO4)C23C#N)cc1 (stereo unspecified)	-3	-10	-3	12	-4	-1

item	TROY NFkB inh	TWEAK-Fn14 inh	TLR9-MyD88 block	NOD2 RIPK2 PPI	NCOA1 inh
1	-36	-17	-5	-2	1
2	-3	11	4	1	-10
3	6	3	7	-14	-6
4	11	18	-6	6	13
5	-10	-12	-5	-9	-25
6	4	-8	10	-24	-8
7	-6	14	14	-11	2
8	0	-4	-4	-10	-4
9	8	13	-2	-4	-19
10	15	13	-6	0	-19
11	10	11	6	-5	10
12	8	-7	-5	0	-3
13	-1	-1	14	1	-10
14	-6	-6	0	-6	-4
15	-2	5	-5	5	7

Shown screen by screen: part of the list above
[7] CC1CCN(S(=O)(=O)c2ccc(C(=O)NCc3cccnc3)cc2)CC1
[8] COc1cccc(NC(=O)C(OC(=O)c2cnc(C)cn2)c2ccccc2)c1 (stereo unspecified)
assay / entry,7,8
NCOA2 inhibitor,10,2
TRAIL sens C8,-19,-11
NR5A2 inv ag,0,12
SRC3 inh,11,-5
LMP1 NFkB inh,4,-3
NR2F2 inh,9,-5
TROY NFkB inh,-6,0
TWEAK-Fn14 inh,14,-4
TLR9-MyD88 block,14,-4
NOD2 RIPK2 PPI,-11,-10
NCOA1 inh,2,-4

Next section:
item	SMILES	NCOA2 inhibitor	TRAIL sens C8	NR5A2 inv ag	SRC3 inh	LMP1 NFkB inh	NR2F2 inh
16	O=C(COC(=O)C1CC1)Nc1ccccc1Sc1ccccc1	-19	-2	-4	1	2	0
17	CN1CCN(C(=O)c2ccc(NC(=O)c3ccc(Br)o3)cc2)CC1	4	-5	-15	.	.	2
18	CCc1c(C)c2ccc(O)c(CN3CCCC3)c2oc1=O	11	-3	5	-11	.	19
19	CCc1nn(C(C)C(=O)NCCN2CCCCCC2)c(=O)c2cc3occc3n12 (stereo unspecified)	-4	-7	-3	9	-1	-9
20	CC1(C)Cc2c(sc3ncnc(NNC(=S)NCc4ccccc4)c23)CO1	-6	-21	15	26	-8	-36
21	COc1ccc(C(=O)NCc2nnc(SCC(=O)c3ccccc3)n2C)cc1OC	8	-12	-17	-2	-9	-8
22	Cc1nc(C(F)(F)F)ccc1C(=O)N1CCC1(C)C(=O)Nc1ccc2c(c1)OCO2 (stereo unspecified)	-19	-2	-15	-5	.	-3
23	Cc1cc([N+](=O)[O-])cc(/C=N\NC(=O)C2COc3ccccc3O2)c1O (stereo unspecified)	7	12	-12	25	4	14
24	O=C(Cn1cc2c(n1)CCCC2)NCc1cccnc1	-53	6	12	14	-4	-16
25	Cc1ccc(S(=O)(=O)N2CCSCCSCCSCCSCC2)cc1	-5	-5	-10	-4	-4	-1
26	CCOc1ccc(NC(=O)COc2cccc3c2CCN(Cc2cccnc2)C3=O)cc1	24	-17	-4	-32	3	10
27	COc1ccc(/C=N/N=C/c2ccc(OC)c(O)c2)cc1O	-34	12	3	-4	5	1
28	COc1ccc(C(=O)Nc2ccccc2[N+](=O)[O-])cc1S(=O)(=O)N1CCOCC1	-6	-6	5	-4	7	-8
29	Cc1[nH]c(=O)[nH]c(=O)c1Cc1cccc2ccccc12	8	-6	-5	12	6	-20
30	CC(C)C[C@H]1CN([C@@H](Cc2ccccc2)CN2CCC[C@@H]2CN2C(=O)C(=O)NC[C@@H]2Cc2ccccc2)C(=O)C(=O)N1CCc1ccccc1	-4	-1	5	5	.	-3

item	TROY NFkB inh	TWEAK-Fn14 inh	TLR9-MyD88 block	NOD2 RIPK2 PPI	NCOA1 inh
16	-24	-14	-4	-2	19
17	-4	2	.	4	.
18	2	-20	-2	-15	-5
19	4	-5	-16	-3	5
20	10	25	-6	13	-1
21	0	-11	-5	-8	5
22	-6	-20	.	-2	14
23	3	20	-4	-9	-3
24	3	8	-15	-13	1
25	8	8	-6	-3	5
26	-2	-26	-6	8	-14
27	10	-4	-4	-7	-19
28	-3	1	-7	-14	-17
29	-1	2	7	-2	7
30	15	19	.	5	18

Next section
item	SMILES	NCOA2 inhibitor	TRAIL sens C8	NR5A2 inv ag	SRC3 inh	LMP1 NFkB inh	NR2F2 inh
31	COc1ccc(C)cc1N(CC(=O)Nc1ccc(S(=O)(=O)N2CCOCC2)cc1)S(C)(=O)=O	25	9	-9	-10	-2	11
32	CCN(CC(=O)Nc1ccccc1OC)C(=O)CN1C(=O)NC(C)(c2ccc3ccccc3c2)C1=O (stereo unspecified)	-12	-1	-11	8	-6	15
33	CC(O)CNCc1cccc2ccccc12 (stereo unspecified)	-33	-6	-10	5	-3	3
34	CC(C)CCNC(=O)c1c(CSc2ccc(Cl)cc2)noc1C(=O)NCc1ccccc1	0	6	10	4	-4	-6
35	CCN(C)C1CN(Cc2cn(Cc3ccc(C)cc3)nn2)S(=O)(=O)C1 (stereo unspecified)	13	-13	26	.	.	-7
36	CCOc1ccc(NC(=O)CSc2nnc(CNC(=O)c3cccs3)o2)cc1	-20	-6	56	3	-3	15
37	COc1cccc(C(c2sc3nc(C)nn3c2O)N2CCC3(CC2)OCCO3)c1 (stereo unspecified)	-4	-6	4	-2	1	7
38	O=S(=O)(c1ccc2c(c1)nc1n2CCC1)N1CCOCC1	-3	-20	10	8	-4	-7
39	Cn1c(=O)c2c(ncn2Cc2ccccc2)n(C)c1=O	2	4	10	17	0	16
40	Nc1nc(SCC(=O)N2CCOCC2)[nH]c(=O)c1-c1ccccc1	-12	-4	22	16	-6	9
41	Cc1sc2ncnc(N[C@@H](Cc3c[nH]c4ccccc34)C(=O)O)c2c1C	9	1	8	12	-3	17
42	O=C(Cc1ccc(Br)cc1)NCc1ccccc1	-29	24	1	-6	-16	-13
43	CCCS(=O)(=O)N1CCC(C(=O)NCCc2ccc(C)cc2)CC1	4	-1	7	-9	-6	-6
44	O=C1CC[C@@H](O)CCN1CC[C@H](Sc1ccc(Br)cc1)c1ccccc1	-7	5	1	-26	-12	10
45	COc1ccc(/C=N/N2CCN(C3c4ccccc4-c4ccccc43)CC2)cc1OC	-8	-4	4	-5	7	0

item	TROY NFkB inh	TWEAK-Fn14 inh	TLR9-MyD88 block	NOD2 RIPK2 PPI	NCOA1 inh
31	-33	-5	1	-6	-24
32	5	5	8	2	5
33	1	-15	1	-4	-14
34	-7	7	0	8	-39
35	-5	10	.	-3	.
36	-2	-12	4	1	7
37	-13	8	-1	-1	7
38	7	6	-5	7	-11
39	13	12	0	3	-29
40	-11	-10	-11	-8	-1
41	-4	11	-10	-3	-5
42	-7	9	5	7	2
43	-3	22	2	-2	12
44	-28	-16	0	5	-28
45	12	2	9	-8	-70

Limited to SRC3 inh, NR2F2 inh and TWEAK-Fn14 inh, for some of the entries so far:
cpd	smiles	SRC3 inh	NR2F2 inh	TWEAK-Fn14 inh
42	O=C(Cc1ccc(Br)cc1)NCc1ccccc1	-6	-13	9
38	O=S(=O)(c1ccc2c(c1)nc1n2CCC1)N1CCOCC1	8	-7	6
43	CCCS(=O)(=O)N1CCC(C(=O)NCCc2ccc(C)cc2)CC1	-9	-6	22
33	CC(O)CNCc1cccc2ccccc12 (stereo unspecified)	5	3	-15
36	CCOc1ccc(NC(=O)CSc2nnc(CNC(=O)c3cccs3)o2)cc1	3	15	-12
40	Nc1nc(SCC(=O)N2CCOCC2)[nH]c(=O)c1-c1ccccc1	16	9	-10

(more compounds)
item	SMILES	NCOA2 inhibitor	TRAIL sens C8	NR5A2 inv ag	SRC3 inh	LMP1 NFkB inh	NR2F2 inh
46	N#C/C(=C\c1ccc(OCc2ccccc2)cc1)C(=O)Nc1nc2c(s1)CCN(Cc1ccccc1)C2	-32	47	27	1	-79	-16
47	CS(=O)(=O)N1CCN(c2ccccc2NC(=O)Cc2ccccc2)CC1	-2	7	4	18	-2	-11
48	CNC[C@H](Cc1ccccc1)NC[C@@H](Cc1cccc2ccccc12)NCCc1ccc(C)cc1	1	95*	-11	19	-8	5
49	O=C(CSC1=Nc2ccccc2C2=NC(c3ccccc3)C(=O)N12)NC1CCCCC1 (stereo unspecified)	22	5	12	-16	-1	6

item	TROY NFkB inh	TWEAK-Fn14 inh	TLR9-MyD88 block	NOD2 RIPK2 PPI	NCOA1 inh
46	-33	-11	1	-1	-7
47	17	-28	-4	-1	-13
48	-1	-44	0	19	1
49	-3	-3	-3	-7	-6

Assay outcomes as filed in PubChem BioAssay.
